High-throughput results: PubChem BioAssay, National Center for Advancing Translational Sciences (NCATS)
SW480 rereplic – A quantitative high throughput screen for small molecules that induce DNA re-replication in SW480 colon adenocarcinoma cells. SW480 DNA re-replication, Hoechst DNA content imaging, 48 h. Potency, µM (doses to about 46.1 µM), without a hit: top-dose re-replication activation, usual class: activators. 340,000 tested, 1.8% active. AID 624297, 2012; also: potency is read from the fitted curve at half-maximal effect; % of control where 0% means no effect; nearly all actives have a fitted effect of over 55% in size
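Treated cells incubate 48 hr (37 C, 5% CO2), are stained 40 min with Hoechst, and nuclear fluorescence is enumerated; a rise in nuclei with high DNA signal marks re-replication.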
ATXN2 expr inh – Primary qHTS for Inhibitors of ATXN expression; HEK-293 ATXN2-luciferase reporter, luminescence, 24 h; Potency, µM (series often up to 57 µM), inactives show at the top dose activity change, negative = inhibition, hits mostly inhibitors; 360,000 tested, 0.72% active; AID 1745845, 2022; also: potency is read from the fitted curve at half-maximal effect; % is scaled to controls: 0 for no effect and ±100 for the full control effect; nearly all actives have a fitted effect of over 55% in size
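qHTS (up to 57 uM final) was run with 24 h compound exposure of reporter cells at 37 °C. Each well was multiplexed: SteadyGlo luminescence measured ATXN2-luciferase expression after a fluorogenic Gly-Phe-AFC viability readout (25 uM final).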
HT1080 IDH1KD tx – qHTS for induction of synthetic lethality in tumor cells producing 2HG: qHTS for the HT-1080-IDH1KD cell line. HT-1080 IDH1 knockdown viability, ATP luminescence, 48 h. Potency, µM (top dose mostly 46.1 µM), for inactives: top-dose activity, negative = toxicity, hits mostly cytotoxic. 360,000 tested, 2% active. AID 686971, 2013;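 also: potency is read from the fitted curve at half-maximal effect; 0% = DMSO wells and -100% = cell-free medium wells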
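% activity derives from luminescence (CellTiter-Glo), normalised to DMSO and no-cell wells. HT-1080-IDH1KD cells, 750/well, had 48 h compound exposure at 37 °C.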
HT1080-NT tox – qHTS for induction of synthetic lethality in tumor cells producing 2HG: qHTS for the HT-1080-NT fibrosarcoma cell line; 360,000 tested, 1.6% active; Potency, µM (titrated, usually from 46.1 µM), for the others: at the highest dose activity, negative = less viability, most hits filed as cytotoxic; AID 686970, 2013; HT-1080-NT fibrosarcoma viability, CellTiter-Glo ATP luminescence, 48 h;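 also: NT is the 2HG producing partner of a matched IDH1 knockdown line; potency is read from the fitted curve at half-maximal effect; 0% = DMSO-treated cells and -100% = media-only wells without cells; nearly all actives have a fitted effect of over 55% in size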
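Viability by CellTiter-Glo luminescence after 48 h compound exposure at 37C of HT-1080-NT cells (750/well, RPMI, 5% FBS). % activity scaled between DMSO wells and medium-only wells, then curve-fitted and categorized by curve class.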
MCF10A rereplic – A quantitative high throughput screen for small molecules that induce DNA re-replication in MCF 10a normal breast cells; MCF 10A DNA re-replication, Hoechst nuclear intensity, 48 h; Potency, µM (top dose mostly 46.1 µM), without a hit: at the highest dose activity, positive = re-replication, actives largely listed as activators; 350,000 tested, 2.9% active; also: potency is read from the fitted curve at half-maximal effect; % of control where 0% means no effect; nearly all actives have a fitted effect of over 50% in size
KB-3-1 tox – qHTS assay for MDR1-selective chemotherapeutics: Primary screen using the parental adenocarcinoma cell KB-3-1. KB-3-1 viability, CellTiter-Glo ATP luminescence, 72 h. Potency, µM (highest dose often 46.1 µM), without a hit: at the top dose activity change, negative = cytotoxic, hits mostly cytotoxic. 400,000 tested, 1.4% active. AID 1347075, 2019; also: potency is read from the fitted curve at half-maximal effect; % is scaled to controls: 0 for no effect and ±100 for the full control effect; nearly all actives have a fitted effect of over 60% in size
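Viability of parental KB-3-1 cells, measured by CellTiter-Glo luminescence, followed a 72 h incubation at 37 °C with pinned compounds in phenol-red-free DMEM containing 10% FBS.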
S2 tox – Viability Counterscreen for Primary qHTS for Inhibitors of ATXN expression | S2 cells (HEK-293 line with an ATXN2-luciferase reporter) viability, CellTiter-Fluor protease fluorescence, 24 h | Potency, µM (top dose mostly 56.7 µM), most hits filed as cytotoxic | 400,000 tested, 0.49% active | AID 651635, 2014; also: potency is read from the fitted curve at half-maximal effect; nearly all actives have a fitted effect of over 40% in size
KB-V1 cytotox – qHTS assay for MDR1-selective chemotherapeutics: Primary screen using the drug-selected MDR subline cells KB-V1. KB-V1 MDR cells viability, CellTiter-Glo, 72 h. Potency, µM (doses to about 46.1 µM), for the others: at the highest dose activity change, negative = cytotoxicity, usual class: cytotoxic. 400,000 tested, 3.4% active; also: potency is read from the fitted curve at half-maximal effect; % is scaled to controls: 0 for no effect and ±100 for the full control effect; nearly all actives have a fitted effect of over 60% in size
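Luminescent ATP read-out (CellTiter-Glo, 10 min) measures survival of drug-selected KB-V1 MDR cells after 72 h, 37 degrees C compound exposure. Medium: phenol-red-free DMEM, 10% FBS. Values from fitted concentration-response curves.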
IL1B secr inh – qHTS for Inhibitors of Inflammasome Signaling: IL-1-beta AlphaLISA Primary Screen; THP-1 LPS/ATP IL-1B secretion, AlphaLISA, 16 h; hits give low values; activity change, % at 57.5 µM; 360,000 tested, 4.7% active; AID 743279, 2014; in the data active = activity change below about -50%; inconclusive = mostly about -30% to -49%; also: % is scaled to controls: 0 for no effect and ±100 for the full control effect
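Secreted IL-1B measured by AlphaLISA bead assay after 16 h compound exposure of THP-1 cells; compounds (final up to 57.5 uM) added 1 h before LPS (250 ng/mL) and ATP (1.25 mM) stimulation; lower signal means less secretion.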
The depositor's hits bear a star; i = inactive; ? = inconclusive; . = not tested or not shown; & = joins results of further samples; [ ] = remark or other dose. Unless noted, calls follow the shape of the dose curve; as a rule, active = well fitted curve in the direction sought with a large enough effect; inconclusive = small, poorly fitted or top-dose-only effect, or another doubt; inactive = no such curve, though single readings can be large; an effect the other way counts as inactive or inconclusive.

SMILES	SW480 rereplic	ATXN2 expr inh	HT1080 IDH1KD tx	HT1080-NT tox	MCF10A rereplic	KB-3-1 tox	S2 tox	KB-V1 cytotox	IL1B secr inh
CCc1c(C)sc(NC(=O)c2cc3nc(-c4ccc(OC)cc4)cc(C(F)(F)F)n3n2)c1C(=O)OC	.	7%	.	.	.	0%	i	-3%	.
CCc1nc(SCC(=O)O)c2c3c(sc2n1)COC(C)(C)C3	-1%	-13%	1%	2%	-1%	-3%	i	0%	-2
COc1ccccc1NS(=O)(=O)c1ccc(N2CCOCC2)c(N)c1	-8%	-8%	-4%	-6%	5%	-4%	i	2%	-3
COc1ccc(C(=O)NNC(=O)Cc2coc3cc(OC)ccc23)cc1	19%	-12%	2%	2%	7%	12%	i	-9%	7
CC(O)(c1cccnc1)c1nc(-c2cc(F)cc(F)c2)cs1 (stereo not drawn)	.	-12%	8%	13%	.	0%	i	-4%	-9
Cc1ccc(OCC(=O)N/N=C/c2cccnc2)cc1	-4%	3%	11%	8%	0%	7%	i	-9%	18
CCCCn1c(N)c(NCCC(C)C)c(=O)[nH]c1=O	-7%	3%	16%	5%	19%	-12%	i	?	35
COC(=O)Nc1ccc(S(=O)(=O)NCCO)cc1	-3%	0%	-14%	-1%	i[0.0737 µM]	-2%	i	0%	6
CCN(CC)c1ccc(NC(=O)C2CCN(S(=O)(=O)c3cnc[nH]3)CC2)c(C)c1	.	-5%	.	.	.	-1%	i	?	.
COc1ccc(/C=N/NC(=O)c2nn(-c3ccc(C)c(C)c3)c(=O)c3ccccc23)cc1	1%	46%[activator]	-10%	-9%	?	-3%	i	0%	-18
O=C1c2sccc2-c2cccc3cccc1c23	.	.	-10%	-13%	.	16%	.	-12%	-24
O=c1nc(N2CCOCC2)ccn1Cc1ccc(Br)cc1	0%	21%	-4%	3%	2%	4%	i	-10%	0
CCCCNC(=O)C1(C)CCC(=O)N1c1cc(C(C)(C)C)nn1C (stereo not drawn)	.	10%	20%	21%	.	0%	i	26%	5
Cc1nnc(SCCn2c(N(C)Cc3ccccc3)nc3c2c(=O)n(C)c(=O)n3C)s1	-4%	-7%	3%	8%	0%	0%	i	-8%	7
CCOc1cc(C(c2c(C)[nH][nH]c2=O)c2c(C)[nH][nH]c2=O)ccc1OCc1ccc([N+](=O)[O-])cc1	1%	-8%	-9%	-11%	?	14%	i	?	-16

Complete entries, quoted from the list. Order of values: SW480 rereplic	ATXN2 expr inh	HT1080 IDH1KD tx	HT1080-NT tox	MCF10A rereplic	KB-3-1 tox	S2 tox	KB-V1 cytotox	IL1B secr inh
O=c1nc(N2CCOCC2)ccn1Cc1ccc(Br)cc1 across the screens: 0%	21%	-4%	3%	2%	4%	i	-10%	0
COc1ccccc1NS(=O)(=O)c1ccc(N2CCOCC2)c(N)c1 across the screens: -8%	-8%	-4%	-6%	5%	-4%	i	2%	-3

Going on with the list.
SMILES	SW480 rereplic	ATXN2 expr inh	HT1080 IDH1KD tx	HT1080-NT tox	MCF10A rereplic	KB-3-1 tox	S2 tox	KB-V1 cytotox	IL1B secr inh
COc1ccc(C(=O)N/C(=C\c2cn(C)c3ccccc23)C(=O)OCC(C)C)cc1	?	17%	0%	-4%	28%	0%	i	-7%	12
COCCNc1nc(-c2cc(-c3ccccc3)on2)cc(C(C)C)n1	-1%	-13%	3%	1%	?	3%	i	13%	-22
Cc1cc(C)nc(NS(=O)(=O)c2ccc(NC(=O)c3ccc(S(=O)(=O)N(C)C)cc3)cc2)n1	3%	-11%	0%	-2%	-1%	1%	i	1%	1
C=C1C(=O)O[C@H]2C[C@H]1[C@@H](OC(C)=O)C/C(C)=C/CC/C(C)=C\CC[C@]2(C)O	23µM*	5.6µM*	16µM*	13µM*	?	0%	7.9µM*	0%	-113*
CC(Oc1ccccc1)C(=O)N=C1SC2CS(=O)(=O)CC2N1Cc1ccc(F)cc1 (stereo not drawn)	?	20%	-21%	-1%	-3%	-4%	i	20%	-1
Cc1nn(CC(=O)O)c2ccccc12	-2%	2%	3%	-4%	4%	5%	i	-3%	9
Cc1cccc(NC(=O)CC(C)S(=O)(=O)c2ccc3c(c2)NC(=O)CO3)c1C (stereo not drawn)	-9%	.	3%	0%	2%	2%	?	12%	-13
O=C(COC(=O)c1ccc(S(=O)(=O)NCc2ccco2)cc1)Nc1ccc(Cl)cn1	-1%	-24%[11.3 µM]	14%	16%	25%	11%	i	4%	40
CCOc1cccc(CNC(=O)c2ccc(N3CCCC3)c(NC(=O)NCc3ccc(F)cc3)c2)c1	.	-14%	.	.	.	-25%	?	16%	.
C=C(C)n1c(=O)n(Cc2ccccc2C)c2ccccc21	-10%	2%	-4%	-1%	-5%	11%	i	3%	0
COc1cc(-c2ccc3c(=O)c4ccccc4sc3c2)cc(OC)c1OC	0.65µM*	-1%	0%	-5%	3.7µM*	0%	i	-14%	-23
O=C(NC1(C(F)(F)F)C(=O)Nc2c1c(=O)[nH]c(=O)n2-c1ccc(F)cc1)c1ccccc1 (stereo not drawn)	.	4%	.	.	.	12%	i	?	.
COc1cccc(OC)c1C(=O)Nc1ccc(N2CCCC2)cc1	2%	3%	1%	15%	0%	?	i	-11%	-7
Cc1cc2oc(=O)cc(CN(Cc3ccccc3)Cc3ccccc3)c2cc1Cl	.	-12%	?	-1%	.	0%	i	-28%	54
Cc1cccc(NC(=O)Nc2nnc([C@@H]3C[C@H](O)[C@@H](CO)O3)s2)c1	.	21%	0%	7%	.	0%	i	15%	14

An excerpt from above in order of their number in SW480 rereplic, largest number first.
SMILES,SW480 rereplic
Cc1cc(C)nc(NS(=O)(=O)c2ccc(NC(=O)c3ccc(S(=O)(=O)N(C)C)cc3)cc2)n1,3%
COc1cccc(OC)c1C(=O)Nc1ccc(N2CCCC2)cc1,2%
COCCNc1nc(-c2cc(-c3ccccc3)on2)cc(C(C)C)n1,-1%
Cc1nn(CC(=O)O)c2ccccc12,-2%
Cc1cccc(NC(=O)CC(C)S(=O)(=O)c2ccc3c(c2)NC(=O)CO3)c1C (stereo not drawn),-9%
C=C(C)n1c(=O)n(Cc2ccccc2C)c2ccccc21,-10%

Further records
SMILES	SW480 rereplic	ATXN2 expr inh	HT1080 IDH1KD tx	HT1080-NT tox	MCF10A rereplic	KB-3-1 tox	S2 tox	KB-V1 cytotox	IL1B secr inh
COc1ccc(C)cc1N(C(=O)c1ccc(F)cc1)c1nc2ccccc2s1	11%	-18%	-12%	12%	-2%	-28%	?	?	-16
CCOc1cc(NC(=S)N2CCC(C(N)=O)CC2)c(C(=O)OC)cc1OCC	4%	-5%	0%	0%	1%	2%	i	18%	9
COc1ccccc1N(C(=O)CN1C(=O)c2ccccc2S1(=O)=O)C(C(=O)NCC1CCCO1)c1ccc(F)cc1 (stereo not drawn)	-13%&2%	5%	-1%	-2%	14%&-38%	-3%	i	-25%	-11
COc1ccc(C(=O)Nc2cccc(C(C)=O)c2)cc1OC	-9%	54%[activator]	-1%	-2%	-9%	-14%	i	0%	-9
Nc1ccc2cc3[nH]c4cc(N)ccc4c3nc2c1	3.3µM*	?	?	?	18µM*	?	.	0%	-109*
COc1ccc(C(=O)Nc2ccnn2C2CCN(C(=O)CCC(F)(F)F)CC2)cc1	-12%	44%[activator]	-3%	-1%	1%	-4%	i	12%	1
CCCCN1C(=S)SC(C)(C)C1/[N+]([O-])=C/c1cccnc1 (stereo not drawn)	-3%	-4%	9%	16%	-2%	5%	i	3%	-3
COc1ccc(NS(=O)(=O)c2cccc(C(=O)NN=Cc3ccc(OC)cc3OC)c2)cc1	2%	9%	2%	-2%	1%	.	?	.	0
Cc1ccc(C2=NN(C(=O)c3cccs3)C(c3ccccc3O)C2)cc1 (stereo not drawn)	?	16%	12%	8%	21µM*	-19%	i	-27%	-26
Cc1ccc(CN2CC(N3CCCCC3)CS2(=O)=O)cc1 (stereo not drawn)	.	6%	21%	11%	.	0%	i	3%	58
O=C(CCc1ccc(S(=O)(=O)NC2CCCCC2)cc1)N(Cc1ccccc1)Cc1ccccc1	12%	-21%	-12%	-1%	22%	-29%	?	?	?
Cc1cc(N(C)C)c(C#N)c(=O)[nH]1	-15%	2%	7%	11%	?	-2%	i	23%	18
CCOC(=O)c1cnc2c(C)cccc2c1NCCc1ccc(OC)c(OC)c1	-5%	-28%&-1%	?	-28%	4%	?	?	?	-6
C[C@@H](c1ccccc1)N1Cc2ccccc2Oc2cc(Br)ccc2S1(=O)=O	?	-9%	-23%	-15%	-3%	?	i	-7%	-8
Cc1ccc(CC(=O)NC(C)CCc2ccccc2)cc1 (stereo not drawn)	0%[9.22 µM]	-6%	7%	7%	18%	25%	i	11%	-15
CC(C)(C)OC(=O)CN1C(=O)C(Sc2n[nH]c(-c3ccccc3)n2)CCc2ccccc21 (stereo not drawn)	1%	-2%	-3%	2%	1%	17%	i	8%	16
Cc1nc2ccccc2c2oc(C(=O)Nc3ccc4c(c3)OCCO4)cc12	1%	-23%	-7%	-13%	6%	?	i	?	0
Cc1cccc(C)c1OCc1nnc(SCC(=O)Nc2cccc(C(=O)N3CCOCC3)c2)n1C	-6%	-19%	28%	7%	10%	-3%	i	-1%	44
CCN(C1CCCCC1)S(=O)(=O)c1ccc(S(=O)(=O)NCCc2ccncc2)cc1	11%	3%	-6%	1%	?	0%	i	21µM*	0
COC(=O)[C@H](CC(C)C)NS(=O)(=O)N[C@@H](CC(C)C)C(=O)OC	0%	6%	5%	12%	0%	4%&2%	i	?	4
